# Screening results from PubChem.
# OX1R antag-1: OX1R (HCRTR1) antagonists, primary screen, fluorescence, CHO/OX1R cells, Fluo-8 calcium, orexin A | AID 434989, 2010 | Orexin/Hypocretin receptor type 1 (Homo sapiens), O43613 | 330,000 compounds, 0.43% hits | inhibition, % at 5 µM | Fluo-8 calcium fluorescence;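 active = inhibition above its plate's threshold, mean inhibition of all tested compounds on the plate plus 3 SD, cut at about 37% in these data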;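 also: 0% = orexin A challenge wells and 100% = SB-334867-A antagonist wells; not every result past the cut was called active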
# Target sequence (O43613 whole entry, looked up): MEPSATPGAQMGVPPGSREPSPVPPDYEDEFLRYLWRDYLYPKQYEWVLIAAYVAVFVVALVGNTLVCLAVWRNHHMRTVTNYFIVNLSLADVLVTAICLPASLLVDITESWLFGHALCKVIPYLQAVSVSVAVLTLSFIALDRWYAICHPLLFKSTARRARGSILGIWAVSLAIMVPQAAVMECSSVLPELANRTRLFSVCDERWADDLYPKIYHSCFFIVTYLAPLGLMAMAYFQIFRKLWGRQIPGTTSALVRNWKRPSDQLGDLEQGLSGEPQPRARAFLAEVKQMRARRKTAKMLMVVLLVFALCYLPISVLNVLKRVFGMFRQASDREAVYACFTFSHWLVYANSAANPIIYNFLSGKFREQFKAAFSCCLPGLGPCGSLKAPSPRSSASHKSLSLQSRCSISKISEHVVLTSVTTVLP
# OX1R antag-2: antagonists of human orexin 1 receptor (OX1R); Orexin/Hypocretin receptor type 1 (Homo sapiens), O43613; 330,000 compounds, 1.8% hits; inhibition, % at 6.6 µM; AID 485270, 2010; OX1R-expressing cells, FRET antagonist read-out; in the data active = inhibition mostly above about 38%, no sharp cut-off; inactive = mostly below about 40%;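 also: 0% = agonist challenge alone and 100% = reference antagonist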
# * = called active by the depositor. Compounds as they come; about 2% have a hit in one of these screens.
SMILES,OX1R antag-1,OX1R antag-2
CCc1nnc2n1N=C(c1ccc(Br)cc1)CS2,-9,0
CCOC1=NN(c2ccc(Cl)cc2)C(=O)/C1=C\N(C)C,-13,8
O=Cc1ccc(OC(=O)Cc2ccc(F)cc2)cc1,2,10
CCCOc1ccc(N2C(=O)CC(N(CCc3ccccc3)C(=O)c3ccccc3)C2=O)cc1 (stereo unspecified),-23,7
CN(C)CCOc1ccc2ccccc2c1,-12,17
O=C(Nc1ccc2nc(-c3ccco3)c(-c3ccco3)nc2c1)N1CCCCCC1,-13,13
c1nc(N2CCCCCC2)c2[nH]cnc2n1,-9,11
CC1CC(C)CN(C(=O)C(C)N(C)CC(=O)Nc2ccc(F)cc2)C1 (stereo unspecified),-34,3
COc1ccc(S(=O)(=O)N(CC(=O)NCc2ccncc2)c2ccc(C)cc2)cc1Br,-13,8
CCOc1ccccc1C(=O)OCC(=O)NCCNC(=O)COC(=O)c1ccccc1OCC,-10,24
COc1ccc(-c2cc(=O)[nH][nH]2)cc1OC,2,7
NN1C(=O)NC(c2ccccc2)(c2ccccc2)C1=O,-12,1
Cc1sc(NC(=S)NC(=O)CCc2ccccc2)c(C(N)=O)c1C,1,6
CCOc1ccc(CCNC(=O)C2CC(C)=CCC2C(=O)O)cc1OCC (stereo unspecified),-14,4
CCn1ccnc1CN1CCCC(C(=O)c2ccc3c4c(cccc24)CC3)C1 (stereo unspecified),-21,25
COC(=O)N[C@H](CC(C)=O)c1cccc(C(F)(F)F)c1,-15,7
CCOC(=O)c1[nH]c(C)c(C(=O)OCc2c(C)noc2C)c1C,-30,11
C#CCOc1ccccc1/C=C1/C(=O)ON=C1C,-18,9
CCOC(=O)c1ccc(NC(=O)c2nc[nH]c2C(=O)NCc2ccccc2)cc1,-15,12
CC(=O)NC(C)c1nc2ccccc2n1CC(=O)NC(C)CCc1ccccc1 (stereo unspecified),-38,11
CC(=O)NNc1cc(=O)c2c(=O)n(C)c(=O)n(C)c2[nH]1,-6,23
CCOc1ccc(S(=O)(=O)Nc2ccc3c(c2)n(C)c(=O)n3C)cc1,-3,11
Cc1ccccc1-n1c(SCC(=O)NCc2cccs2)nnc1-c1ccncc1,-2,7
CCCN1C(=O)c2ccccc2NC1c1ccc(OC)c(CSc2ccccn2)c1 (stereo unspecified),-24,22
COc1ccc(-c2nc3ccccc3n2CCC(C)C)cc1OC,-23,43
N=P(N1CCOCC1)(N1CCOCC1)C12CC3CC(CC(C3)C1)C2,1,28
CC(=O)c1ccc(S(=O)(=O)NCC2(N3CCOCC3)CCCCC2)cc1,-17,-2
CCCCCC(=O)Nc1cc(S(=O)(=O)N2CCOCC2)ccc1N1CCCCC1,-29,12
O=C(Nc1nc(-c2ccccc2)cs1)NC1CCCCC1,-17,18
O=C1CCC(=O)N1CNc1ccc(Oc2ccccc2)cc1,1,7
O=c1cc(CSc2nnnn2-c2ccccc2)nc2nc[nH]n12,4,15
Cc1ccc(C)c(S(=O)(=O)N(C)Cc2cccs2)c1,6,7
O=C(NCCC1=CCCCC1)c1cc2c(s1)CS(=O)(=O)C2,-5,9
CCN1CCN(Cc2c(OC)ccc3ccccc23)CC1,-21,13
Cc1nn(CC2CC2)c(=O)n1-c1ccc(Oc2ccccc2)cc1,-8,12
O=S(=O)(/N=C(\c1ccccc1)N1CCOCC1)c1ccc(Cl)cc1,3,6
COc1ccc(S(=O)(=O)NNC(=O)c2ccccc2-n2cccc2)cc1,-27,8
CCCC[C@@H]1CCCO[C@@](C(=O)NCc2cc(C)n(C)n2)(C(F)(F)F)C1,-20,10
S=C1NC[C@H](CC2CCCCC2)N1CCCCC1CCCCC1,-11,8
O=C(COC(=O)c1cncc(Br)c1)NC1CCCCC1,-9,12
Cc1cc(CNC(=O)COc2c(F)c(F)cc(F)c2F)c2ccccc2n1,-14,20
Cc1cc(-c2ccc(C)c(S(=O)(=O)NCCC(C)N3CCCCCC3)c2)on1 (stereo unspecified),-25,18
CCn1nc(C)c(CN2CCCC(CO)(Cc3cccc(Cl)c3)C2)c1C (stereo unspecified),-34,15
CCN(c1ccccc1)S(=O)(=O)c1cccc(C(=O)NCc2cccnc2)c1,-3,28
COC(=O)C1CCN(C(=O)c2cc3c(=O)n4cccc(C)c4nc3n2Cc2ccccc2)CC1,-42,9
C=CCn1c(NCc2ccccc2OC)nc2ccccc21,-22,13
CCOC(=O)C1C(=O)C=C(c2ccc(Br)cc2)CC1c1ccco1 (stereo unspecified),-33,13
CCCOc1ccc(C(=O)OCC(=O)c2c(N)n(C)c(=O)n(C)c2=O)cc1OCC,7,6
CC(=O)c1ccc(N2CCN(C(=O)CCN3C(=S)NC(C)(C)CC3C)CC2)cc1 (stereo unspecified),-21,23
COc1ccc(C(=O)/C=C/Nc2cc(C)ccn2)cc1,-24,13

# Further structures follow.
SMILES,OX1R antag-1,OX1R antag-2
Cc1cccc(C)c1N=C1SC(CC(=O)Nc2c(C)cccc2C)C(=O)N1CCc1ccccn1 (stereo unspecified),-10,19
Cc1cccc(NC(=O)CCc2ccc(S(=O)(=O)NC3CCCCC3)cc2)c1,-16,16
COc1ccc(CC(=O)Oc2ccccc2C)cc1S(=O)(=O)N1CCOCC1,-8,18
Cc1cc(C)c(NC(=O)CSc2nnc(SCC(=O)Nc3c(C)cc(C)cc3C)n2N)c(C)c1,-23,29
COc1ccc(-c2nnc3ccc(SCC(=O)N4CCCCC4)nn23)cc1OC,-34,5
COc1cc(=O)[nH]c(SC(C)C(=O)Nc2nc3c(s2)CCCC3)n1 (stereo unspecified),-28,8
O=C(Cn1cnc2c(cnn2-c2ccccc2)c1=O)N1CCN(c2ccc(F)cc2)CC1,-16,4
Cn1c(/C=N/NC(=O)c2ccccc2)nc2ccccc21,-11,13
CCOC(=O)/C(C#N)=C(C)/C=C1\Sc2ccccc2N1CC,-6,37
Cc1onc(-c2c(Cl)cccc2Cl)c1C(=O)NNC(=O)c1c(-c2c(Cl)cccc2Cl)noc1C,-20,33
Cn1c(SCC(O)c2ccccc2)nnc1-c1ccc2ccccc2c1 (stereo unspecified),-7,17
COc1ccc(/C=C/C(=O)N(Cc2cccs2)C2CCS(=O)(=O)C2)cc1 (stereo unspecified),-17,5
C=CCNC(=O)c1ccc(-c2ccc([N+](=O)[O-])cc2)o1,5,25
COc1ccc(C2=CC(=O)C[C@H](c3ccc(Cl)cc3)C2)cc1,-20,0
O=C(CCn1c(=O)[nH]c2ccsc2c1=O)N1CCN(c2cccc(Cl)c2)CC1,-23,27
Cc1ccc(CNC(=O)CCS(=O)(=O)c2ccc(Cl)cc2)cc1,-12,12
COc1ccc(NC(=O)CS(=O)(=O)Cc2nc(-c3ccc(C)cc3)oc2C)cc1,-28,17
CC(C)OC(=O)C(C)Nc1ccc(F)c(Cl)c1 (stereo unspecified),-8,9
CCCCCCCCN1[C@@H](CC(=O)OCC)c2cc(F)ccc2S1(=O)=O,-39,4
Cc1ccc(S(=O)(=O)N(C)c2ccc(C(=O)N3CCN(Cc4ccc5c(c4)OCO5)CC3)cc2)cc1,7,11
COc1ccc(C(C)=O)cc1COC(=O)c1c(C)noc1C,-19,36
Cc1[nH]c(C)c(S(=O)(=O)NCC(C)c2ccccc2)c1C(=O)N1CCCCC1 (stereo unspecified),-28,21
COc1ccc(-c2nc(CS(=O)CC(=O)NCCC3=CCCCC3)c(C)o2)cc1 (stereo unspecified),-28,2
O=C(/C=C/c1cccs1)N1CCOCC1,8,4
N#Cc1c(N)n[nH]c1-c1cc2c([nH]1)CCCC2,-4,2
CC(=O)N1C(C(=O)O)Cc2c([nH]c3ccccc23)C1(C)C (stereo unspecified),-5,6
CC/C=C(\NC(C)=O)c1ccccc1,-7,0
O=C(OCc1cn(-c2ccc(Cl)c(Cl)c2)nn1)c1ccccc1Cl,-11,13
NC(=S)Nc1cccc2cc3ccccc3cc12,-7,13
COC(=O)c1scc(S(=O)(=O)c2ccccc2)c1N,-18,18
N#Cc1ccc(NC(=O)c2nc(-c3ccccc3)n(-c3ccccc3)n2)cc1,-8,17
CCN1/C(=C2/SC(=S)N(NC(C)=O)C2=O)Sc2ccc(Cl)cc21,-19,11
CCN(C(=O)COC(=O)c1ccc(OC)c(S(=O)(=O)N2CCCc3ccccc32)c1)C1CCS(=O)(=O)C1 (stereo unspecified),-21,9
O=C(Cn1cnc2scc(-c3ccc(Cl)cc3)c2c1=O)N1CCOCC1,-22,18
COc1cc(NC(=O)C2CCCN(S(=O)(=O)c3cnc[nH]3)C2)cc(OC)c1 (stereo unspecified),-6,13
CCOC(=O)N1CCc2c(sc3c2c(=O)n(Cc2ccccc2)c(=O)n3Cc2cccc(C)c2)C1,-45,5
CCC(CC)NC(=O)CSc1nnc(-c2ccc(OC)cc2)n1C(C)C,-15,14
Cc1cc(C)c(C(=O)c2ccc(C(=O)NC(C)(C)C)cc2)c(C)c1,-27,5
Cc1[nH]c2ccccc2c1C1(O)C(=O)N(C(C)C)c2ccccc21 (stereo unspecified),-9,15
O=C(CSc1nc(-c2ccccc2)nc2c1Cc1ccccc1O2)Nc1ccccc1,2,0

# Part of the list above in another layout:
# Each structure is followed by: OX1R antag-1 | OX1R antag-2
> CCc1nnc2n1N=C(c1ccc(Br)cc1)CS2
→ -9 | 0
> CCOC1=NN(c2ccc(Cl)cc2)C(=O)/C1=C\N(C)C
→ -13 | 8
> O=Cc1ccc(OC(=O)Cc2ccc(F)cc2)cc1
→ 2 | 10
> CCCOc1ccc(N2C(=O)CC(N(CCc3ccccc3)C(=O)c3ccccc3)C2=O)cc1 (stereo unspecified)
→ -23 | 7
> CN(C)CCOc1ccc2ccccc2c1
→ -12 | 17
> O=C(Nc1ccc2nc(-c3ccco3)c(-c3ccco3)nc2c1)N1CCCCCC1
→ -13 | 13
> c1nc(N2CCCCCC2)c2[nH]cnc2n1
→ -9 | 11
> CC1CC(C)CN(C(=O)C(C)N(C)CC(=O)Nc2ccc(F)cc2)C1 (stereo unspecified)
→ -34 | 3
> COc1ccc(S(=O)(=O)N(CC(=O)NCc2ccncc2)c2ccc(C)cc2)cc1Br
→ -13 | 8
> CCOc1ccccc1C(=O)OCC(=O)NCCNC(=O)COC(=O)c1ccccc1OCC
→ -10 | 24
> COc1ccc(-c2cc(=O)[nH][nH]2)cc1OC
→ 2 | 7
> NN1C(=O)NC(c2ccccc2)(c2ccccc2)C1=O
→ -12 | 1
> Cc1sc(NC(=S)NC(=O)CCc2ccccc2)c(C(N)=O)c1C
→ 1 | 6
> CCOc1ccc(CCNC(=O)C2CC(C)=CCC2C(=O)O)cc1OCC (stereo unspecified)
→ -14 | 4
> CCn1ccnc1CN1CCCC(C(=O)c2ccc3c4c(cccc24)CC3)C1 (stereo unspecified)
→ -21 | 25
> COC(=O)N[C@H](CC(C)=O)c1cccc(C(F)(F)F)c1
→ -15 | 7
> CCOC(=O)c1[nH]c(C)c(C(=O)OCc2c(C)noc2C)c1C
→ -30 | 11
> C#CCOc1ccccc1/C=C1/C(=O)ON=C1C
→ -18 | 9
> CCOC(=O)c1ccc(NC(=O)c2nc[nH]c2C(=O)NCc2ccccc2)cc1
→ -15 | 12
> CC(=O)NC(C)c1nc2ccccc2n1CC(=O)NC(C)CCc1ccccc1 (stereo unspecified)
→ -38 | 11
> CC(=O)NNc1cc(=O)c2c(=O)n(C)c(=O)n(C)c2[nH]1
→ -6 | 23
> CCOc1ccc(S(=O)(=O)Nc2ccc3c(c2)n(C)c(=O)n3C)cc1
→ -3 | 11
> Cc1ccccc1-n1c(SCC(=O)NCc2cccs2)nnc1-c1ccncc1
→ -2 | 7
> CCCN1C(=O)c2ccccc2NC1c1ccc(OC)c(CSc2ccccn2)c1 (stereo unspecified)
→ -24 | 22
> COc1ccc(-c2nc3ccccc3n2CCC(C)C)cc1OC
→ -23 | 43
> N=P(N1CCOCC1)(N1CCOCC1)C12CC3CC(CC(C3)C1)C2
→ 1 | 28
> CC(=O)c1ccc(S(=O)(=O)NCC2(N3CCOCC3)CCCCC2)cc1
→ -17 | -2
> CCCCCC(=O)Nc1cc(S(=O)(=O)N2CCOCC2)ccc1N1CCCCC1
→ -29 | 12
> O=C(Nc1nc(-c2ccccc2)cs1)NC1CCCCC1
→ -17 | 18
> O=C1CCC(=O)N1CNc1ccc(Oc2ccccc2)cc1
→ 1 | 7
> O=c1cc(CSc2nnnn2-c2ccccc2)nc2nc[nH]n12
→ 4 | 15

# The list continues:
SMILES,OX1R antag-1,OX1R antag-2
Cc1c(OCC(=O)OC(C)C)ccc2c3c(c(=O)oc12)CCC3,15,32
CCS(=O)(=O)c1ccc2c(c1)N(S(C)(=O)=O)CC(C(=O)NC1CC1)O2 (stereo unspecified),4,-3
CCN1CCN(C2=NC(=O)/C(=C/c3ccc(C)o3)S2)CC1,4,15
COc1ccc(C)cc1Nc1nc(N)c2cc(OC)c(OC)cc2n1,-6,-2
CCOCCCNC(=O)c1cc(Sc2ccc(F)cc2)nc2ccccc12,-6,7
CCN1C(=O)c2n[nH]c(C(=O)OC)c2C1=O,9,27
O=C1CN(C(=O)COC(=O)COc2ccc3c(c2)CCC3)c2ccccc2N1,-11,26
CCc1ccc(NS(=O)(=O)c2c(C(=O)N3CCOCC3)c(C)n(C)c2C)cc1,-17,-4
